HUVEC tox TNFa: toxic to HUVEC cells under TNF alpha stimulation | HUVEC TNFalpha-stimulated, Hoechst cell count, imaging | 93,000 tested, 0.17% active | AID 848 | cell count reduction, % at 2 µM;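 active = cell count reduction exceeding the screen mean by over 5 SD, scaled to untreated wells per plate, cut at about 78% in these data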;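 note: cells counted after 24 h of TNF alpha exposure following the 1 h pretreatment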
ERb coact inh: blocks coactivator binding to human estrogen receptor beta; inhibition, % at 25.6 µM; 86,000 tested, 1.3% active; TR-FRET ER-beta LBD / SRC1-Cy5 peptide binding; receptor agonist-loaded with 1 µM estradiol;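 active = compounds whose percent inhibition of the receptor-coactivator binding signal exceeds about 50% in the single-dose screen, limit read from the data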;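 note: 0% = receptor plus peptide wells without compound and 100% = peptide-only wells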
VCAM1 TNFa inh: reduces TNF alpha induced VCAM1 expression in HUVEC. HUVEC TNFa-induced VCAM-1 immunofluorescence, high-content imaging. inhibition, % at 2 µM. 95,000 tested, 0.48% active. AID 802;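 active = inhibition above the batch mean plus 3 SD, with images confirmed as a hit by eye, cut at about 37% in these data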;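 note: 0% = TNF-stimulated DMSO wells and 100% = unstimulated control wells; not every result past the cut was called active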
sEH inhibitor: blocks human soluble epoxide hydrolase activity. inhibition, % at 2 µM. P34913. AID 707. 91,000 tested, 0.34% active. recombinant human sEH enzymatic activity assay; in the data active = inhibition above about 80%; note: values of inactives mirror those of a sister screen read the other way; many of its hits are not listed in these tables
Target sequence (P34913 whole entry, looked up): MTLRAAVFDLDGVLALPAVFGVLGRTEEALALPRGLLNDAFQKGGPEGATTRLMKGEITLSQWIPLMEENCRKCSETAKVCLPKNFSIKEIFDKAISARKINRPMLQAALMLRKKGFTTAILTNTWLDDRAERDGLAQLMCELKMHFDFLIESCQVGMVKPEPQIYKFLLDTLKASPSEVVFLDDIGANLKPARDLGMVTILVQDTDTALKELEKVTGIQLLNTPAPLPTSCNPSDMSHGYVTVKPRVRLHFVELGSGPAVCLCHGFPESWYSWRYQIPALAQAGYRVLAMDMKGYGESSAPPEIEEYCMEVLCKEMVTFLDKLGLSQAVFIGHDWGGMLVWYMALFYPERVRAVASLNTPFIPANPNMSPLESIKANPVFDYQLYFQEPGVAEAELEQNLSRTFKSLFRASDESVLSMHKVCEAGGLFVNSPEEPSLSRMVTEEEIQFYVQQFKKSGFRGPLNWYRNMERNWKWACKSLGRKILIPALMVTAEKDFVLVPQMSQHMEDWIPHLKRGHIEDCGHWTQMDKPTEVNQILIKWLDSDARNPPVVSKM
Smad3 FoxH1 inh: blocks human Smad3 binding to FoxH1 peptide; TR-FRET Smad3/Dy647-FoxH1 peptide binding, europium anti-His; inhibition, % at 25 µM; 88,000 tested, 0.29% active;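 active = compounds that reduce the energy-transfer binding signal between the protein and its labelled peptide by more than half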;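 note: 0% = Smad3 plus labelled peptide maximal FRET and 100% = peptide-only background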
Target sequence (P84022 whole entry, looked up): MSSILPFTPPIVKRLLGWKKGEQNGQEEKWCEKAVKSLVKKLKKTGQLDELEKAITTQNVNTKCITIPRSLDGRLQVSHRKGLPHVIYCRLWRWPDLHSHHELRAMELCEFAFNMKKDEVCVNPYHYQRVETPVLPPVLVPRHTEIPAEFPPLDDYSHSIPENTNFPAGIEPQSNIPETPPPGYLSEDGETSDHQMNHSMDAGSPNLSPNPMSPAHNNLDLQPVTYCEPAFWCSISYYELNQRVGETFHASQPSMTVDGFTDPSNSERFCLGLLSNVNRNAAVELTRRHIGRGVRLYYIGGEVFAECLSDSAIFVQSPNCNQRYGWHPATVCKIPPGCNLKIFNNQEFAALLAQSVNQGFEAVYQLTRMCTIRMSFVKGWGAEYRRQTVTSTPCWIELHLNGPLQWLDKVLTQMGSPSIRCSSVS
IL1B cytotox: HUVEC cytotoxicity counter-screen, IL-1B stimulated | cell count reduction, % at 2 µM | AID 845 | 94,000 tested, 0.41% active | HUVEC cell count loss, Hoechst imaging;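 active = cell count reduction more than 3 SD above the screen-wide mean, cut at about 70% in these data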;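 note: normalized per plate to untreated control cells as the no-loss baseline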
Calb biofilm kill: kills Candida albicans biofilms; 85,000 tested, 0.14% active; C. albicans biofilm + clotrimazole, Alamar Blue; inhibition, % at 6 µM;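 active = inhibition above 20%; inactive = inhibition below 20%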;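 note: preformed 24 hr biofilms exposed to compound for 48 hr; 0% = biofilm without compound and 100% = blank killed by clotrimazole plus chlorhexidine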
F-actin modifier: cytoskeleton assembly modification; HUVEC TNFa F-actin phalloidin imaging, high content; inhibition, % at 2 µM; 91,000 tested, 0.18% active;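 active = inhibition above the batch mean plus 3 SD and confirmed as a hit by visual image inspection, cut at about 30% in these data, passing the limit was not always enough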; note: strong numbers were not always called active
sEH activator: activators of human soluble epoxide hydrolase | AID 717 | activation, % at 2 µM | purified human sEH enzymatic activity, activator screen | P34913 | 91,000 tested, 0.04% active; in the data active = activation above about 37%; note: values of inactives mirror those of a sister screen read the other way
Numbers without * were called inactive; / = not tested or not shown; & = joins results of further samples; [ ] = dose if it differs, or a comment. The list is partial; count on the stated rates, not on these rows.

SMILES	HUVEC tox TNFa	ERb coact inh	VCAM1 TNFa inh	sEH inhibitor	Smad3 FoxH1 inh	IL1B cytotox	Calb biofilm kill	F-actin modifier	sEH activator
C=CCNC(=O)C(C#N)c1nc2ccccc2nc1N1CCCCCC1 (stereo unspecified)	-55.9	13.2[fluorescence artefact?]	-7.8	-5.4	7.4	-4.2	3.3	2.8	7.2
CC(C)Cc1nc2oc3c(N4CCN(C)CC4)ncnc3c2c2c1CCCC2	-29.0	7.4[fluorescence artefact?]	0.9	/	-1.6	29.5	4.2	-11.4	/
CC(=O)c1c(C)[nH]c(C(=O)NCc2ccccc2)c1C	0.7	-1.6	-3.8	4.2	-5.0	-11.2	3.3	-7.1	-3.1
CCn1c(=O)c2cc(C(=O)N3CCN(C)CC3)sc2c2ccccc21	-13.0	-1.4	8.3	0.2	3.2	-45.9	9.1	-3.5	1.5
O=C(NCCNS(=O)(=O)c1cccc(C(F)(F)F)c1)c1cc(OCC(F)(F)F)ccc1OCC(F)(F)F	-4.1	/	-5.5	3.1	/	6.6	/	21.0	-1.1
O=C(c1ccc2ccccc2c1)N1CCN(c2ccc([N+](=O)[O-])c(N3CCOCC3)c2)CC1	0.9	/	14.9	1.5	/	-33.3	/	-59.6	-2.7
CC(C)CNC(=O)CC(=O)N/N=C/c1ccc(Br)cc1	13.4	/	25.3	-12.5	/	9.9	/	-18.4	9.8
CCc1nnc(NC(=O)CCN2C(=O)CCC2=O)s1	-2.0	13.0	-6.5	-6.7	1.8	2.4	0.8	1.5	5.4
CC(=O)c1cc(NC(=O)c2ccc(Cl)cc2)c(=O)oc1/C=C/N(C)C	-6.1	/	9.1	0.4	/	5.9	/	-13.5	0.1
CCn1c(SCC(=O)N2CCOCC2)nc2sc3c(c2c1=O)CCCC3	-29.2	-0.4	9.3	/	2.7	-21.4	1.1	7.7	/
Cc1ccc(S(=O)(=O)Nc2ccc(NC(=O)CN3CCCCC3)c(Cl)c2)cc1	-21.0	-0.1	-1.9	8.1	5.2	-7.0	0.0	8.5	-8.2
COc1cc(OC)cc(-n2nnnc2SCC(=O)NCc2ccc3c(c2)OCO3)c1	-22.9	3.3	-5.2	10.4	0.0	-17.2	3.3	-2.1	-12.1
CC1CC(N(C(=O)C2CC2)c2ccccc2)c2ccccc2N1C(=O)C1CC1 (stereo unspecified)	-23.8	-5.8[fluorescence artefact?]	-9.6	7.1	-5.8	-16.2	3.4	-3.2	-6.9
COCCN(CC(=O)Nc1ccc(F)cc1)S(=O)(=O)c1ccc(S(=O)(=O)N2CCCC2)cc1	-3.3	-2.5	-16.3	1.7	1.1	-10.0	3.8	-7.8	-1.3
CCc1c(C)nc(SC)n(CC#N)c1=O	4.1	2.1	18.0	0.7	0.2	2.0	0.7	-4.5	-1.5
O=C(Cc1ccccc1)NCc1nc2ccccc2[nH]1	/	-26.6	/	13.6	3.9	2.7	2.5	/	-9.2
O=C(O)Cn1c(O)c(C=Nc2ccccc2)sc1=S	-3.3&-0.6	3.0	18.4&5.1	-7.4&6.5	-0.4	3.0&-11.0	4.2	-6.3	10.4&-8.2
COc1ccc(NC(=O)N2CCn3c2nc2ccccc23)cc1	5.7	-6.3	58.0*	-4.0	-4.3	2.3	3.9	-38.2	3.2
CC(C)n1c(SCC(=O)Nc2ccc3c(c2)OCO3)nc2c1c(=O)n(C)c(=O)n2C	-30.1	7.5	11.5	-1.0	-13.0	0.5	3.6	21.6	0.0
Cc1ccc(-c2noc(CSc3nnc(-c4ccncc4)n3-c3ccc(C)cc3)n2)cc1	-13.6	1.8	-1.9	5.2	-6.8	-10.9	1.8	23.9	-6.3
Cc1ccc(-n2c(C)cc(C=C(C#N)C#N)c2C)cc1	-12.7	/	9.5	-10.5	/	17.6	/	-0.8	11.4
Cc1cc(C)n2c(Nc3ccc4c(c3)OCCO4)c(-c3ccccc3)nc2n1	-8.7	-7.0	7.0	-15.2	14.9	-23.0	1.2	/	10.3
Cc1cc(=O)[nH]c2c1c(=O)[nH]n2C1CC(C)N(C)CC1C (stereo unspecified)	-55.8	-4.5	-13.2	-12.7	-4.2	-5.7	5.3	2.2	12.1
COc1ccc(S(=O)(=O)N(CC(=O)N2CCOCC2)Cc2ccccc2)cc1C	-20.3	-17.2	-6.1	-7.0	-3.2	1.1	8.5	/	5.6
Nc1cc(N)nc(SCc2cc(=O)oc3cc4c(cc23)CCC4)n1	9.8	-5.1	-13.4	7.1	4.2	20.4	12.7	3.5	-5.6
CC(=O)Nc1ccc(NC(=O)CN(c2ccccc2Cl)S(C)(=O)=O)cc1	-11.0	9.7	5.2	5.5	5.0	12.0	1.1	0.0	-3.2
CCCn1c(SCC(=O)Nc2sc(C)c(C)c2C#N)nnc1C(C)C	-1.1	-8.9	16.1	3.6	-5.8	4.3	6.7	7.2	-0.1
CCCNC(=O)c1cc(C)no1	-16.9	-8.7	-7.0	0.7	0.0	/	3.0	9.1	-3.5
CCOc1ccc(N(C(C)C(=O)NC2CCCCCC2)S(C)(=O)=O)cc1 (stereo unspecified)	-12.4	/	3.6	-18.8	/	4.2	/	9.6	21.2
CN(C)c1nn(C(=O)Nc2ccc(Cl)cc2Cl)cc1-c1ccccc1	-5.0	/	-1.2	13.0	/	3.1	/	-26.9	-12.3
O=S(=O)(CCSc1ccccn1)c1nc2ccccc2s1	-23.4	-22.2	-1.0	9.1	6.7	9.7	-1.3	16.1	-4.2
CCCCCCC1C(C#N)=C(N)OC2=C1C(=O)CCC2 (stereo unspecified)	-79.2	-4.5	18.7	-8.0	-9.7	6.4	6.5	5.0	6.3
Cc1nnc(SCCC(=O)Nc2nc(-c3ccccc3)ns2)s1	-4.2	-22.5	21.0	3.7	7.6	-35.8	7.2	-8.9	-1.5
Cc1ccc(C(C(=O)NC2CCCC2)N(C(=O)Cc2cccs2)c2cccc(C)c2C)o1 (stereo unspecified)	-12.3	/	-1.9	-25.8	/	23.3	/	-54.2	29.9
Cc1ccc(NC(=S)Nc2nc(CC(=O)Nc3ccccc3)cs2)cc1	4.7	/	7.8	-2.7	/	25.8	/	/	-0.1
COc1ccc(CN2CC(C(=O)NCC3CCCO3)CC2=O)cc1 (stereo unspecified)	-24.6	10.7	17.5	6.0	5.2	7.6	5.1	-20.5	-3.8
O=C1C2=C(c3ccccc31)[N+](=O)C1CCCCC1N2[O-] (stereo unspecified)	13.5	-7.1	7.6	12.7	-3.8	-5.6	4.0	-9.2	-9.5
COC(=O)C1=C(C)NC2=C(C(=O)CC(c3cccs3)C2)C1c1ccsc1 (stereo unspecified)	26.3	-5.7[fluorescence artefact?]	15.8	/	7.1	-2.0	10.2	-24.2	/
CC1CCCCN1Cc1ccc(-c2nnn(CC(=O)NC3CCCCC3)n2)cc1 (stereo unspecified)	-22.0	-2.7[fluorescence artefact?]	-4.1	27.4	5.7[fluorescence artefact?]	13.0	7.3	13.4	-27.2
CCn1c(=O)cc(SCC(=O)Nc2ccc(OC)c(OC)c2)c2ccccc21	-20.8	1.5	2.8	5.5	8.7	/	-1.9	-3.7	-8.1
O=C(N1CCCCC1)N1CCN(C(=O)N(c2ccccc2)c2ccccc2)CC1	-1.3	-1.4[fluorescence artefact?]	7.0	0.9	-7.4[fluorescence artefact?]	-2.1	2.6	6.1	-0.8
COc1cccc(-c2nnc(SCC(N)=O)n2-c2ccc(Cl)cc2)c1	-0.8	-4.7	11.4	17.1	-5.0	-9.2	5.1	-22.9	-15.4
c1ccc(C(CN2CCOCC2)c2ccccc2)cc1	-14.1	0.3	9.1	/	3.9	0.8	2.1	1.3	/
Cc1ccc(C(c2nnnn2Cc2cccs2)N2CCN(C(=O)c3ccco3)CC2)cc1 (stereo unspecified)	12.1	4.2	-28.6	-2.2	5.7	-6.3	10.9	9.3	-0.2
COCCn1c(C)cc(C(=O)CSc2nncn2-c2ccccc2)c1C	15.2	8.0[fluorescence artefact?]	2.9	2.0	-6.0	8.8	7.7	-44.0	0.1
COc1ccc(N2CCN(Cc3nc4ccccc4c(=O)[nH]3)CC2)cc1	-12.1	10.3	-7.2	-3.1	10.4	16.7	5.9	4.2	6.8
Cc1ccccc1-n1nc(C)c2cc(C(=O)N3CCOCC3)sc21	-45.2	0.5	13.0	-13.5	8.4	22.3	9.6	-2.3	13.1
Cc1c(Cl)cccc1N1C(=O)CC(N(O)c2ccccc2)C1=O (stereo unspecified)	-13.7	3.8	-19.0	6.3	11.3	-35.4	7.5	-1.2	-4.8
Cc1nonc1OC(C)CNc1ccc([N+](=O)[O-])cc1 (stereo unspecified)	-12.5	/	5.1	-7.3	/	-15.2	/	33.8	8.4
O=C(NCCOc1ccccc1)C(c1ccccc1)c1ccccc1	-8.4	/	0.1	9.4	/	-10.5	/	11.0	-7.3
Cc1cc(C)n(Cc2ccc(C(=O)NCc3ccco3)o2)n1	-14.7	10.2	9.1	12.5	-6.7	-11.8	-0.2	-8.7	-12.7
Cc1cccc(C(=O)NC(=S)N2CCN(C)CC2)c1	10.0	/	15.5	-9.3	/	-16.6	/	/	6.3
Cc1ccc(S(=O)(=O)C(C#N)c2nc3ccccc3nc2N2CCCC2)cc1 (stereo unspecified)	-11.5	12.6	-9.4	0.0	16.6	-21.5	7.4	-9.6	0.2
COc1ccc(S(=O)(=O)CCC(=O)NCCc2cccc(C)c2)cc1	-18.1	20.5	13.9	27.4	-9.8	7.0	5.8	0.0	-25.8
CCOCCn1c(CCCO)nc2ccccc21	-38.4	0.2	12.7	6.6	-0.2[fluorescence artefact?]	3.0	1.6	-2.0	-6.0
CN1CCN(C(=O)N2CCNC2=O)CC1	-52.5	0.8[fluorescence artefact?]	8.7	/	2.3	0.0	-0.2	9.2	/
CCN(CC)S(=O)(=O)c1cccc(-c2cn3cc(C)ccc3n2)c1	-14.6	-3.0	20.7	-8.1	-10.9	1.6	9.0	-2.5	8.0
O=C(NCCNC1CCN(Cc2ccccc2)CC1)c1cccs1	1.7	/	11.3	6.9	/	-21.5	/	-10.7	-8.8
O=C(N/N=C/c1cccnc1)c1cc2c(ccc3ccccc32)o1	27.0	/	-4.7	10.5	/	-33.8	/	-6.3	-8.0
CSc1cccc(NC(=O)c2cnccn2)c1	-9.2	4.8	3.4	-13.8	5.9	3.2	5.6	-13.8	11.8

Part of the list above in order of heavy-atom count, falling.
SMILES	HUVEC tox TNFa	ERb coact inh	VCAM1 TNFa inh	sEH inhibitor	Smad3 FoxH1 inh	IL1B cytotox	Calb biofilm kill	F-actin modifier	sEH activator
COc1ccc(S(=O)(=O)CCC(=O)NCCc2cccc(C)c2)cc1	-18.1	20.5	13.9	27.4	-9.8	7.0	5.8	0.0	-25.8
O=C(N/N=C/c1cccnc1)c1cc2c(ccc3ccccc32)o1	27.0	/	-4.7	10.5	/	-33.8	/	-6.3	-8.0
CSc1cccc(NC(=O)c2cnccn2)c1	-9.2	4.8	3.4	-13.8	5.9	3.2	5.6	-13.8	11.8

Later entries
SMILES	HUVEC tox TNFa	ERb coact inh	VCAM1 TNFa inh	sEH inhibitor	Smad3 FoxH1 inh	IL1B cytotox	Calb biofilm kill	F-actin modifier	sEH activator
CC(=O)Nn1c(-c2ccccc2)cc2ccccc21	-9.2	11.9[fluorescence artefact?]	-0.2	1.6	-12.2	8.5	3.9	-6.5	-1.4
COc1ccc(CC(=O)Nc2nc(C)cs2)cc1OC	-6.7	-2.9	-10.0	-8.6	-1.5	4.5	-0.9	3.0	8.0
CC(C)C(=O)NC(=S)NCC(=O)c1ccccc1	34.0	/	15.1	-5.8	/	5.5	/	-1.7	6.3
O=C(Nc1ccc(-c2nc3ccccc3o2)cc1)C1CCCO1 (stereo unspecified)	-15.1	-18.6	12.8	9.8	7.8	-22.5	6.6	10.2	-4.5
O=C(CSc1ncn[nH]1)c1ccco1	-12.5	9.1	9.6	22.1	15.1	-9.8	7.6	-10.5	-23.3

Screening results deposited in PubChem BioAssay by several laboratories.
